# Tau fibril ThT: inhibitors of human tau fibril formation, thioflavin T binding | P10636 | recombinant tau K18 P301L, heparin-induced fibrillization, ThT fluorescence | Potency, µM (top dose mostly 57.4 µM), for inactives: at the highest dose activity, negative = inhibition, most hits filed as inhibitors | 270,000 compounds, 2.1% hits | AID 1460; also: nearly all actives have a fitted effect of over 55% in size
# Target sequence (P10636 561-689 P618L limits assumed): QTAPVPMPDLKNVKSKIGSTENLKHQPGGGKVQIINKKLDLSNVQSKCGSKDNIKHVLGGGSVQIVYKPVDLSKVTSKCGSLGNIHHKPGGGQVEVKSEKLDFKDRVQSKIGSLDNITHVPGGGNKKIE
#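 In this qHTS, human K18 P301L tau is incubated with compound and heparin for 6 hr at 37 C, and Thioflavin T fluorescence then reports fibril load.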
# Tau fibril FP: blocks human tau fibril formation measured by polarization; P10636; K18 P301L tau heparin fibrillization, Alexa594 FP, 6 h; Potency, µM (top dose mostly 57.7 µM), for the others: at the top dose activity, negative = inhibition, usual class: inhibitors; 280,000 compounds, 0.39% hits; AID 1468; also: nearly all actives have a fitted effect of over 55% in size
#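 Quantitative HTS format: compounds meet 15 uM recombinant K18 P301L tau and Alexa 594-tau tracer in 100 mM sodium acetate pH 7; 20 uM heparin triggers fibrillization at 37 C over 6 hr; FP gives the signal.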
# Tau fluor cs: counter-screen for tau fibril formation inhibitors. tau K18 P301L Alexa594 fluorescence, heparin fibrillization. Potency, µM (series often up to 57.7 µM), inactives show at the highest dose activity change, negative = decrease. 280,000 compounds, 0.93% hits; also: nearly all actives have a fitted effect of over 55% in size
#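 Human tau K18 P301L (15 uM unlabeled, 0.24 uM Alexa 594-labeled) in 100 mM sodium acetate pH 7 with 20 uM heparin, 6 hr at 37 C. ThT 30 uM added, 1 hr ambient; Alexa 594 FP and total fluorescence read at 555/632 nm.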
# * = called active by the depositor; ? = inconclusive; [ ] = remark or other dose. Calls follow the shape of the dose curve; as a rule, active = well fitted curve in the direction sought with a large enough effect; inconclusive = small, poorly fitted or top-dose-only effect, or another doubt; inactive = no such curve, though single readings can be large; an effect the other way counts as inactive or inconclusive. % is scaled to controls: 0 for no effect and ±100 for the full control effect; potency is read from the fitted curve at half-maximal effect.
# Each structure is followed by: Tau fibril ThT | Tau fibril FP | Tau fluor cs
> CN1C(=O)C2CCCCN2c2ccc(C(=O)NCc3ccccc3Br)cc21 (stereo not drawn)
    -9% | 13% | -18%
> Cc1ccc(NC(=O)c2ccc(CN3CC(=O)N4CCCCC4C3=O)cc2)cc1C (stereo not drawn)
    -13% | -7% | -12%
> CCc1ccc(NC(=O)CN(c2ccc(Cl)cc2)S(=O)(=O)c2ccsc2C(=O)OC)cc1
    1% | -17% | -21%
> COc1ccc(S(=O)(=O)NCCS(=O)(=O)N2CCN(c3ccccc3)CC2)cc1OC
    -3% | -2% | -9%
> COc1cc(C(=O)N2CCc3c([nH]c4ccccc34)C2c2ccc(F)cc2)cc(OC)c1OC (stereo not drawn)
    -5% | 4% | -11%
> CCC(C(=O)NCCc1cc(OC)ccc1OC)n1nc(C)c2c(C)n(-c3ccccc3)nc2c1=O (stereo not drawn)
    -4% | 7% | -2%
> CC(C)(C)c1ccc(CSC2=Nc3ccccc3C3=NC(CC(=O)NCc4cccs4)C(=O)N23)cc1 (stereo not drawn)
    ? | 6% | -13%
> Cc1ccc(Cc2c(C)nc3nc(SCC(=O)NC4CCC(C)CC4)nn3c2C)cc1 (stereo not drawn)
    0% | 11% | 4%
> O=C(CCS(=O)(=O)c1cc2c(cc1Cl)NC(=O)CO2)NCc1ccccc1Cl
    -5% | -11% | -26%
> Cc1cc(O)c(C(c2ccccc2Cl)N2CCCCC2)c(=O)n1Cc1ccco1 (stereo not drawn)
    -11% | 7% | 7%
> COc1ccc(C(CC(=O)NCc2ccc(Cl)cc2)N2Cc3ccccc3C2=O)cc1OC (stereo not drawn)
    1% | -1% | -9%
> CC1=C(C(=O)Nc2ccccc2)C(c2ccc(F)cc2)n2nc(SCc3cc(C)ccc3C)nc2N1 (stereo not drawn)
    5% | -8% | 2%
> CCC(=O)Nc1ccc2nc(SCCOc3ccccc3)sc2c1
    -20% | ? | -14%
> CC(=O)c1cccc(S(=O)(=O)NCCc2csc3nc(-c4ccc(F)cc4)nn23)c1
    -4% | -10% | -17%
> CCOc1ccccc1NC(=O)CN1C(=O)C2(SCC(=O)N2c2cccc(F)c2)c2ccccc21 (stereo not drawn)
    -5% | -11% | -21%
> CCN(CC)CCNC(=O)c1ccc(Cn2c(SCc3ccccc3)nc3cccnc32)cc1
    1% | 5% | -5%
> CC(=O)N1c2nc(C(C)C)nn2C2(CCCCC2)[C@@H]2CCCC[C@@H]21
    10% | 6% | 3%
> O=C(NCc1ccc(F)cc1)c1cccc(N2CCCS2(=O)=O)c1
    6% | -5% | -1%
> Cc1cccc(N(C)C(=O)CCNS(=O)(=O)c2ccc3c(c2)CCN3C(=O)C2CC2)c1
    -16% | 12% | -3%
> CSc1cccc(NC(=O)c2ccc3c(c2)c(C)c(C)n3Cc2ccc(F)cc2)c1
    -5% | -11% | -26%

# (list continues)
# Each structure is followed by: Tau fibril ThT | Tau fibril FP | Tau fluor cs
> COc1cc(C)c(C)cc1S(=O)(=O)Nc1cccc(-c2ccc(N3CCOCC3)nn2)c1
    8% | 3% | -6%
> COc1ccc(C(=O)Nc2ccccc2SCc2cc(=O)c3cccc(C)c3[nH]2)cc1
    -14% | -6% | -10%
> COc1cc(C(=O)Nc2ccccc2-c2nc(-c3ccccc3)no2)cc(OC)c1OC
    ? | -18% | -10%
> CCOC(=O)c1sc2ccccc2c1S(=O)(=O)Nc1ccc(CC)cc1
    -3% | -9% | -29%
> CN1C(C(=O)Nc2ccc(OC(F)(F)F)cc2)=CC(c2cccs2)=NS1(=O)=O
    -4% | -12% | -13%
> COc1ccc(C(=O)Nc2ccccc2-c2nc(-c3ccc(OC)cc3)no2)cc1
    ? | 4% | -10%
> CN1CCN(C(c2ccccc2Cl)c2sc3nc(-c4ccco4)nn3c2O)CC1 (stereo not drawn)
    7% | ? | -9%
> Cc1ccc2nc(COc3ccccc3NC(=O)Nc3ccc(F)c(Cl)c3)cc(=O)n2c1
    -13% | ? | ?
> COc1ccc(-c2nc(C)c(CCNC(=O)C(=O)Nc3ccccc3C#N)s2)cc1OC
    ? | -4% | -9%
> COc1cccc(-c2cc(C(=O)Nc3ccc(F)cc3)[nH]n2)c1
    8% | ? | -11%
> Cc1ccc2nc(NC(=O)CSc3[nH]c(=O)ncc3C)sc2c1
    -7% | -7% | 7%
> Cc1cc(O)c(C(c2ccc(F)cc2)N2CCCCC2)c(=O)n1Cc1ccco1 (stereo not drawn)
    ? | -11% | -16%
> COc1ccccc1NC(=O)c1c(NCc2ccc(C)o2)sc2c1CCCCC2
    25µM* | ? | ?
> CCCNC(=O)C1CCC(Cn2c(=O)c3sccc3n(Cc3ccccc3C)c2=O)CC1 (stereo not drawn)
    2% | 2% | 0%
> CCOc1ccc(C(=O)NCCc2sc(-c3ccc(C)cc3)nc2C)cc1
    ? | -4% | -19%
> CC(=O)N1c2ccc(S(=O)(=O)N3CCCCCC3)cc2CC1C(=O)NC(C)C (stereo not drawn)
    -7% | -18% | -10%
> CCOC(=O)CNC(=O)Nc1cc(C(=O)NCc2ccccc2OC)ccc1N1CCCC1
    -5% | 0% | -2%
> O=C(CN1CCSc2ccccc21)NCc1ccccc1F
    -13% | 8% | -23%
> COc1ccc(N2CCN(C(c3ccccc3F)c3sc4nc(-c5ccco5)nn4c3O)CC2)cc1 (stereo not drawn)
    -14% | 1% | -20%
> CCOc1cccc2sc(N(Cc3cccnc3)C(=O)c3ccco3)nc12
    12% | -4% | 2%

# Sorted by the number under Tau fibril ThT (smallest number first): 3 from the list above.
Molecule,Tau fibril ThT,Tau fibril FP
Cc1ccc2nc(NC(=O)CSc3[nH]c(=O)ncc3C)sc2c1,-7%,-7%
CCOC(=O)c1sc2ccccc2c1S(=O)(=O)Nc1ccc(CC)cc1,-3%,-9%
CCOc1cccc2sc(N(Cc3cccnc3)C(=O)c3ccco3)nc12,12%,-4%

# (further entries)
Molecule	Tau fibril ThT	Tau fibril FP	Tau fluor cs
COc1ccc(C2C(C(=O)Nc3ccccc3OC)=C(C)Nc3c(C(=O)Nc4ccccc4)cnn32)c(OC)c1 (stereo not drawn)	-3%	?	-30%
Cc1ccc(CCNC(=O)CCSCc2ccccc2F)cc1	-16%	11%	-18%
CC(=O)c1ccc(N2CCN(C(=O)CCCCn3c(=O)[nH]c4ccccc4c3=O)CC2)cc1	?	-2%	-4%
Cc1cccc(-c2nc(CCNC(=O)Cc3ccccc3)cs2)c1	-11%	8%	-2%
CN(C)c1ccc(NC(=O)CSc2nc3ccsc3c(=O)n2CCCCCC(=O)O)cc1	-5%	2%	-11%
COc1ccc2c(c1)c1c(c(=O)n(-c3ccc(OC)c(OC)c3)c(=O)n1Cc1ccccc1F)n2C	3%	-10%	1%
O=C(COc1ccccc1F)OCc1cc(=O)n2nc(C3CCCCC3)sc2n1	-16%	-1%	-10%
CCOC(=O)c1cc(S(=O)(=O)N2CCN(c3ccc(OC)cc3)CC2)[nH]n1	1%	2%	-9%
Cc1ccccc1-c1nc2scc(CCNS(=O)(=O)c3ccccc3)n2n1	-3%	-13%	-30%
Cc1ccc(NC(=O)N2CC=C(c3c[nH]c4ccccc34)CC2)cc1Cl	6.3µM*	-10%	14µM*[quencher]
CCCCOc1ccc(S(=O)(=O)Nc2cccc(-c3ccc(N4CCOCC4)nn3)c2)cc1	2%	2%	?
COc1cccc(NS(=O)(=O)c2ccc3[nH]cc(C(=O)N(C)C4CCCCC4)c(=O)c3c2)c1	-2%	-11%	-17%
COc1cc(C)ccc1OCCSc1nc2ccc(NC(=O)c3ccc(F)cc3)cc2s1	?	?	?
CCOC(=O)N1CCc2c(sc(NCc3sccc3C)c2C(=O)Nc2ccc(OC)cc2OC)C1	?	-3%	?
Cc1ccc(N2CCN(C(=O)c3cnn(-c4ccc(C)c(C)c4)c3C3CCNCC3)CC2)c(C)c1	?	-5%	-5%
CCn1c(SCc2ccc(F)cc2Cl)nnc1-c1nonc1NC(C)=O	-5%	6%	-13%
COc1cc(NC(=O)CSc2ccc(-c3sc(-c4ccccc4)nc3C)nn2)cc(OC)c1	?	-12%	?
COc1ccc(OC)c(NC(=O)c2c(NCc3ccc(C)o3)sc3c2CCC(C)C3)c1 (stereo not drawn)	?	-10%	?
CCOc1cc2[nH]c(=O)n(CCC(=O)N3CCN(c4ccccc4)CC3)c(=O)c2cc1OCC	-6%	-4%	-15%
COc1cc(Nc2nc3ccccc3c3nnc(C)n23)cc(OC)c1	-7%	-15%	-20%
CN(C(=O)c1nc(-c2cccc(F)c2)n2c1CCCCC2)c1ccccc1F	-4%	-4%	-8%
COCCNC(=O)c1[nH]c2cc(C)ccc2c1Sc1ccc(Cl)cc1	-12%	5%	-28%
CCN(CC)c1ccc(NC(=O)CN2CCN(c3ccccc3OC)CC2)cc1	-1%	5%	-4%
CC(=O)Nc1ccc(S(=O)(=O)NCCc2cn3ccsc3n2)cc1	9%	6%	12%
Cc1ccc(CNC(=O)c2ccc3c(c2)nc2n3CCOC2)cc1	-3%	-2%	-1%
COc1ccccc1NC(=O)c1sc2nc3n(c(=O)c2c1C)N=C(c1cccc(Br)c1)CS3	8%	-1%	4%
COc1cccc(NC(=O)C2CCCN2S(=O)(=O)c2ccc3nc(-c4ccccc4)[nH]c3c2)c1 (stereo not drawn)	-11%	-15%	-11%
O=C(NCc1ccccc1Cl)c1ccc(CSCc2ccccc2Cl)o1	-11%	5%	-17%
Cc1ccc(SCC(=O)Nc2ccc(O)c(-c3nc4cc(C)ccc4o3)c2)cc1	3%	-8%	-19%
CCOC(=O)c1[nH]c(C)c(CCC(=O)NCc2ccc(N(C)C)cc2)c1C	2%	5%	1%

# Overlap with the part before: 3 compounds, then new ones.
Molecule	Tau fibril ThT	Tau fibril FP	Tau fluor cs
O=C(NCc1ccccc1Cl)c1ccc(CSCc2ccccc2Cl)o1	-11%	5%	-17%
Cc1ccc(SCC(=O)Nc2ccc(O)c(-c3nc4cc(C)ccc4o3)c2)cc1	3%	-8%	-19%
CCOC(=O)c1[nH]c(C)c(CCC(=O)NCc2ccc(N(C)C)cc2)c1C	2%	5%	1%
Cc1cccc(-c2nc3cc(NC(=O)COc4ccccc4F)ccc3o2)c1	?	-13%	-20%
Cc1c(C(=O)N(C)C)sc2c1c(=O)n(-c1ccc(Cl)cc1)c(=O)n2CC(=O)C(C)(C)C	7%	2%	-2%
CC(=O)c1cccc(NC(=O)c2nc(-c3ccc(C)cc3)n3c2CCCCC3)c1	-10%	-9%	-14%
COc1ccc(N2CCN(C(=O)c3ccc(CS(=O)c4cccc(C)c4)o3)CC2)cc1 (stereo not drawn)	-18%	9%	-12%
COc1ccc(NC(=O)c2nc(-c3ccc(C)cc3)n3c2CCCCC3)c(OC)c1	-5%	-3%	-11%
COc1ccc(CNC(=O)c2ccc(NC(=O)N3CCSc4ncccc43)cc2)c(OC)c1	-7%	-7%	-12%
Cc1ccc(-c2noc(-c3cccnc3N(C)Cc3ccc(Cl)cc3)n2)cc1	17%	2%	11%
Cc1c(Cl)cccc1NC(=O)CSc1ncccc1C(=O)Oc1ccccc1Cl	-11%	-14%	-20%
Cc1ccc2nc(CN3CCN(C(=O)Nc4cccc(C)c4C)CC3)oc2c1	-10%	6%	-7%
COc1ccc(CNC(=O)CCc2c(C)nn(-c3ccc(N4CCCCC4)nn3)c2C)cc1	-20%	1%	2%
COc1ccc(CNC(=O)c2ccc(Cn3c(=O)c4cccn4c4cccnc43)cc2)c(OC)c1	13%	-7%	-12%
COc1cccc(N2CCN(C(=O)c3cc4c(=O)n(Cc5ccco5)ccc4nc3C)CC2)c1	-13%	5%	-13%
CCc1ccc(-n2c(=O)c3cccnc3n2CC(=O)Nc2cc(OC)ccc2OC)cc1	13%	-9%	-8%
CCOC(=O)c1ccccc1NC(=O)Cc1c(C(=O)O)c(C)cn1C	2%	1%	1%
CCc1ccc(C2=C(C)C(N3CCC(C(=O)NCCc4ccco4)CC3)=NS2(=O)=O)cc1	-11%	1%	3%
Cc1ccc(Cn2cnc3nc4c(cc3c2=O)CC(C)CC4)cc1 (stereo not drawn)	-13%	-2%	-7%
COc1ccc(NC(=O)CSC2=Nc3ccccc3C3=NC(CCC(=O)NCc4cccs4)C(=O)N23)cc1 (stereo not drawn)	-16%	-2%	-25%
COc1ccc(-c2cc(C(=O)NC(C)c3ccccc3)c3cc(C(C)C)ccc3n2)cc1 (stereo not drawn)	2%	-7%	-7%
Cc1ccc(NC(=O)CSc2nc3ccccc3nc2Cc2ccccc2)c(Cl)c1	-3%	3%	-4%
Cc1ccc(CN2CCc3nc(Nc4ccc5c(c4)OCCO5)ncc3C2)cc1	?	13%	?
Cc1cc(CN2CCN(c3ccccc3F)CC2)cs1	-5%	-5%	-8%

# An excerpt, so the mix of outcomes need not match the whole.
